AmpC detergent = AmpC beta-lactamase inhibition with detergent present | P00811 | AmpC hydrolysis of nitrocefin, absorbance 480 nm, 0.01% Triton | Potency, µM (doses to about 114 µM), inactives show top-dose activity change, negative = inhibition, actives largely listed as inhibitors | 0.041% of 370,000 active;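 note: potency is the fitted concentration of half-maximal effect; 0% = no-compound wells and -100% = no-enzyme wells; nearly all actives have a fitted effect of over 25% in size; some results filed as inactive show a strong effect at the top dose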
Target sequence (P00811 whole entry, looked up): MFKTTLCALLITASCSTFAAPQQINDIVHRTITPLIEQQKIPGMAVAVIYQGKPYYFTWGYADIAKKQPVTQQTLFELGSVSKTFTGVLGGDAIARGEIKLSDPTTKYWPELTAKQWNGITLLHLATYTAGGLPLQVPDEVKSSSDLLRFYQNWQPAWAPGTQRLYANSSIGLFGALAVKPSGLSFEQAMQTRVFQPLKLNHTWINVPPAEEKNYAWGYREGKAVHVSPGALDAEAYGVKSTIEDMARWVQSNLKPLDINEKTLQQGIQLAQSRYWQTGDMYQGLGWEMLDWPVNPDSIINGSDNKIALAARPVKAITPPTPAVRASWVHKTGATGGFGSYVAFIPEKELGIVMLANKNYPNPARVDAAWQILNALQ
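20 mM phosphate pH 7.0 + 0.01% (detergent screen) or 0.0001% Triton X-100; 5.3 nM AmpC reagent; cpd preinc 15 min RT; nitrocefin (800 uM stock) to start; A480 q20 s × 4 min; Activity was normalised to no-enzyme and no-compound control wells.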
AMA1-RON2 inh = inhibitors of Plasmodium falciparum AMA1-RON2 interaction | 0.2% of 360,000 active | AlphaScreen AMA1-biotinylated RON2 peptide binding | AID 720542 | Potency, µM (doses to about 58.2 µM), without a hit: at the top dose activity change, negative = inhibition, usual class: inhibitors;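 note: potency is the fitted concentration of half-maximal effect; 0% = vehicle wells and -100% = peptide control; nearly all actives have a fitted effect of over 45% in size; some results filed as inactive show a strong effect at the top dose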
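AMA1 (3D7) with his tag at 25 nM final met compounds first, then biotinylated RON2 peptide at 25 nM; detection used donor plus acceptor beads, 10 µg/mL apiece, read by AlphaScreen after 30 min at room temperature.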
Sm TGR block = S. mansoni TGR enzyme inhibition. Potency, µM (series often up to 114 µM), inactives show at the highest dose activity change, negative = inhibition, most hits filed as inhibitors. 3% of 360,000 active. AID 485364. purified TGR, DTNB reduction, TNB absorbance 405 nm; note: potency is the fitted concentration of half-maximal effect; nearly all actives have a fitted effect of over 60% in size
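First, TGR (20 nM dispensed) and NADPH were mixed with compound. Second, a 15 min room-temperature incubation followed. Third, further NADPH and then DTNB were added to start the reaction. Finally, TNB absorbance was monitored kinetically.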
Tb PYK inh = T. brucei pyruvate kinase inhibition | AID 624173 | 0.12% of 410,000 active | TbPYK enzyme, Kinase-Glo Plus ATP luminescence, 45 min | Potency, µM (doses to about 76.8 µM), for inactives: at the highest dose activity, negative = inhibition, hits mostly inhibitors; note: potency is the fitted concentration of half-maximal effect; nearly all actives have a fitted effect of over 50% in size
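Assay buffer: 50 mM TEA pH 7.2, 100 mM KCl, 10 mM MgCl2, 0.05% BSA, 0.01% Tween-20. Pyruvate kinase from T. brucei plus substrate met compound, then ADP (130 uM final). Luminescence was read post 45 min RT.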
LmPK inh = inhibitors of Leishmania mexicana pyruvate kinase. Q27686. purified LmPK, Kinase-Glo ATP luminescence, 1 h. Potency, µM (doses to about 57.5 µM), for inactives: top-dose activity change, negative = inhibition, usual class: inhibitors. 0.37% of 290,000 active; note: potency is the fitted concentration of half-maximal effect
Target sequence (Q27686 whole entry, looked up): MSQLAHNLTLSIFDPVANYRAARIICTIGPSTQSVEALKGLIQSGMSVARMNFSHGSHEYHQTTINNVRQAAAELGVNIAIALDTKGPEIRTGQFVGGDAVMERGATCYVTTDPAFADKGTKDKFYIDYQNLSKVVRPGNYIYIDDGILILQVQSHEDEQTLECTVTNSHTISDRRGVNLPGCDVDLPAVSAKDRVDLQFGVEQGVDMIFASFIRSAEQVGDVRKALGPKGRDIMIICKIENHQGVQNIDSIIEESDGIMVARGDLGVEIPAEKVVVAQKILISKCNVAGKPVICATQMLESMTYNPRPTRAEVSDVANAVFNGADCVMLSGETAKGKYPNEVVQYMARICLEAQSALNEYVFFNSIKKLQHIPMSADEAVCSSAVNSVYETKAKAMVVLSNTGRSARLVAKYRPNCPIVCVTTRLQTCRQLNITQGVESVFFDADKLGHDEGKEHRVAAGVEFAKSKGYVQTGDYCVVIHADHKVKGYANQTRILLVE
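Kinase-Glo luminescence read after 1 h RT reaction of 0.1 nM LmPK with 0.5 mM PEP and 0.1 mM ADP. Activity scaled between uninhibited and enzyme-free controls.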
AmpC inh no detg = blocks E. coli AmpC beta-lactamase in detergent-free assay | P00811 | AmpC nitrocefin hydrolysis, absorbance 480 nm, 0.0001% Triton | Potency, µM (titrated, usually from 57.1 µM), for the others: top-dose activity change, negative = inhibition, most hits filed as inhibitors | 0.52% of 330,000 active | AID 485341;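 note: potency is the fitted concentration of half-maximal effect; plate controls were no compound for no effect and no enzyme for full effect; nearly all actives have a fitted effect of over 20% in size; some results filed as inactive show a strong effect at the top dose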
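20 mM phosphate pH 7.0 + 0.01% (detergent screen) or 0.0001% Triton X-100; 5.3 nM AmpC reagent; cpd preinc 15 min RT; nitrocefin (800 uM stock) to start; A480 q20 s × 4 min; Activity was normalised to no-enzyme and no-compound control wells.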
HCMV inh = human cytomegalovirus inhibition; HFF cells, HCMV-luciferase reporter, 72 h; active compounds read low; activity change, negative = inhibition, % at 57.5 µM; 4.5% of 410,000 active; AID 1259415; in the data active = activity change below about -60%; inconclusive = no clear call, values can overlap the other calls; inactive = above about -39%
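Human foreskin fibroblasts infected with luciferase-reporter HCMV at MOI 1 PFU/cell, compounds at two doses. Luciferase measured 72 h post infection; normalized to buffer-only basal and Salinomycin (10uM) controls.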
Starred values were filed as active, the others as inactive; u = inconclusive; x = not tested or not shown; & = joins results of further samples; [ ] = remark or other dose. Unless noted, calls come from the whole dose curve; as a rule, active = well fitted curve in the direction sought with a large enough effect; inconclusive = small, poorly fitted or top-dose-only effect, or another doubt; inactive = no such curve, though single readings can be large; an effect the other way counts as inactive or inconclusive. Unless noted, % is set by controls: 0 for no effect and ±100 for the full control effect. The order is random; overall some 7.4% were active at least once.

SMILES	AmpC detergent	AMA1-RON2 inh	Sm TGR block	Tb PYK inh	LmPK inh	AmpC inh no detg	HCMV inh
COCCN=C(NS(=O)(=O)c1cccs1)c1ccccc1Cl	x	-3.6%	x	5.1%	x	-24.8%	-21.4
CC(C)(C)NC(=O)CSc1nc2ccccc2n1-c1ccccc1	-1.1%	-10.9%	6.2%	1.3%	2.0%	4.7%	u
CC(=O)c1cc2c(cc1N/C(=N/S(=O)(=O)c1ccc(Br)cc1)c1ccccc1)OCO2	3.3%&0.7%	10.1%	3.5%&-2.1%	4.8%&0.5%	0.7%	-14.6%	14.5&-14.5
Cc1ccc(C)c(CN2C(=O)c3ccccc3S(=O)(=O)c3ccc(C(=O)N4CCCCCC4)cc32)c1	-5.9%	x	-0.2%	-3.0%	x	x	u
CCCCN(Cc1ccccc1)S(=O)(=O)c1ccc2[nH]c(=O)oc2c1	-7.0%	-4.6%	-26.0%	-2.4%	2.6%	-29.1%	-7.9
COc1ccc(Cn2ccnc2SCC(=O)Nc2cccc(NC(C)=O)c2)cc1	u	-19.4%	8.8%	-1.5%	9.1%	-38.0%	0.0
COc1ccc(C2c3c(n(C)c4ccccc34)C(=O)N2CC(=O)Nc2ccc(Cl)cc2)cc1 (stereo not given)	-0.4%	x	2.3%	5.0%[15.4 µM]	x	x	0.0
O=C1C(=O)N(CCS(=O)(=O)c2ccccc2)c2ccccc21	4.7%	-8.4%	2.4%	1.3%	4.2%	-4.7%	42.7
CC1CC(C)CN(S(=O)(=O)c2ccc(C(=O)N3CCCC3)cc2)C1 (stereo not given)	-2.8%	-21.2%	8.4%	-7.5%	-2.8%	89.7%[activator]	u
COc1cc2c(cc1OC)[C@@]13CCN4CC5=CCO[C@H]6CC(=O)N2[C@H]1[C@H]6[C@H]5C[C@H]43	-10.6%	-8.7%	2.3%	0.0%	0.6%	-39.6%	-21.8
COC(=O)[C@@]1(Cc2ccc(OC)cc2)[C@H]2c3cc(C(=O)N(C)C)n(C[C@H](O)CO)c3C[C@H]2CN1C(=O)c1ccccc1	1.2%	-2.3%	-20.0%	1.9%	0.4%	353.0%[activator]	16.1
CCC(C(=O)NCc1ccco1)n1nc(C)c2c(C)n(-c3ccccc3)nc2c1=O (stereo not given)	-1.5%	-0.9%	6.8%	2.5%	-12.8%	-8.8%	-13.6
CC(=O)Nc1ccc(CNc2nc(NCCN(C)C)nc3cc(-c4ccccc4)sc23)cc1	x	-11.4%	x	-3.7%	x	x	33.1
O=C(O)CN1C(=O)CNC1=O	2.7%	-2.6%	-4.2%	1.3%	1.3%	-13.1%	13.6
COc1ccc(C(NC(C)=O)c2nccc3cc(OC)c(OC)cc23)cc1OC (stereo not given)	-5.5%	7.0%	-10.4%	-5.0%	-1.0%	2.6%	16.8
O=C(CCN(NC(=O)c1ccccc1)C1=NS(=O)(=O)c2ccccc21)NC1CCCCC1	-4.3%	14.2%	-6.7%	-6.8%	-1.4%	-28.8%	-7.4
O=[N+]([O-])c1cc(-c2ccc(/C=N/c3nc4ccccn4c3-c3ccco3)o2)ccc1Cl	0.8%	0.1%	u	-9.4%	-27.6%	-9.4%	84.7
COc1cccc(/C=N/Nc2nc3ccccc3[nH]2)c1OC	1.6%	38.2%[activator]	1.7%	-1.4%	-1.9%	6.1%	153.6
Cc1cccc(-c2cc(C(=O)NCc3ccccn3)c3ccccc3n2)c1	-12.1%	35.9%[activator]	-1.2%	-5.2%	-3.9%	19.9%	20.3
O=C(c1cc(Cl)nc2ccccc12)N1CCN(Cc2ccc3c(c2)OCO3)CC1	6.0%	-1.9%	-9.5%	-2.3%	x	58.9%	4.7
CCNC(=O)C1(C)CCN(C(=O)c2ccc3c(c2)OCO3)C1 (stereo not given)	x	10.8%	x	4.1%	x	x	-8.5
Cc1cc(C)c2oc(C(=O)N3CCN(Cc4ccccc4)CC3)cc(=O)c2c1	1.0%	-10.7%	u	1.4%	0.3%	123.6%[activator]	-31.7
CCCC[C@@H]1Cc2[nH][nH]c(=O)c2[C@H](c2ccc(C(C)C)cc2)O1	x	105.9%[activator]	x	0.7%	x	x	-1.8
COc1ccccc1C(=O)NCC(=O)NCCc1ccc(Cl)cc1	4.2%	-0.3%	2.4%	-4.5%	-7.9%	-1.1%	-23.8
CN(C)n1cccc1/C=C(\C#N)S(=O)(=O)c1cccc(Cl)c1	-5.2%	-22.7%	-0.4%	3.6%	2.2%	-22.4%	27.3
SMILES	AmpC detergent	AMA1-RON2 inh	Sm TGR block	Tb PYK inh	LmPK inh	AmpC inh no detg	HCMV inh
COC(=O)c1ccc(/C=C/c2c(-c3ccc(OC)cc3)oc3ccc(N4CCOCC4)cc23)cc1	-14.6%	2.7%	-0.4%	0.8%	-6.7%	-5.1%	-17.0
CCOc1ccc(C(C(=O)NC2CCCC2)N(C(=O)CNC(=O)c2ccco2)c2cccnc2)cc1 (stereo not given)	u	7.2%	19.9%	-18.0%	6.4%	8.6%	-18.4
O=C(CSc1nnnn1-c1ccccc1F)Nc1nc2ccccc2s1	-9.2%	-21.7%	-17.8%	3.1%	2.4%	-24.4%	7.1
c1ccc(OCc2nnc3sc(C4COc5ccccc5O4)nn23)cc1 (stereo not given)	-10.9%	97.9%[activator]	-21.7%	u	10.7%	-37.6%	14.0
Cc1nn(Cc2ccc(Cl)cc2Cl)c(Cl)c1C(=O)Nc1ccc(OC(F)F)cc1	-0.5%	-3.7%[2.32 µM]	-1.1%	-3.0%	-1.9%	-29.1%	3.1
Cc1c(N(C)S(=O)(=O)c2ccc(Cl)c(C(=O)NCC3CCCO3)c2)c(=O)n(-c2ccccc2)n1C (stereo not given)	x	4.8%	x	-5.2%	x	x	70.7
CCc1ccc([C@@H]2CC=C(C(=O)O)[C@H](c3cccc(Cl)c3)N2S(=O)(=O)c2ccc(C)cc2)cc1	1.0%	0.2%	-6.9%	-3.2%	x	-6.8%	-21.2
Cc1ccc(Cn2c(CNC(=O)c3cccc(C)c3)nc3ccccc32)cc1	16.7%	x	6.1%	-1.1%	x	x	-20.8
Cc1ccc(-c2cn3c(=S)[nH]nc3s2)cc1	-7.4%	61.4%[activator]	-15.7%	u	2.24µM*	-20.8%	4.1
COc1cc(C(=O)OC2CCOC2=O)cc(Cl)c1OC (stereo not given)	-1.0%	3.1%	-1.2%	3.0%	1.1%	-19.4%	34.7
Cc1ccc(OCc2cc(C(=O)NCc3cc(F)ccc3C)no2)cn1	u	7.1%	-1.5%	-4.6%	-2.5%	18.1%	u
O=c1[nH]cccc1-c1nc2cc(Cl)ccc2n1Cc1ccccc1	-5.5%	-1.0%	0.0%	3.1%	-4.8%	-2.4%	u
COc1ccccc1NC(=S)NC(=O)c1c(-c2ccccc2Cl)noc1C	-5.8%	66.5%[activator]	-12.2%	-3.1%	0.1%	-6.8%	u
Cc1ccc(S(=O)(=O)c2[nH]c(-c3ccccc3)nc2SC(C)C(=O)O)cc1 (stereo not given)	2.6%	x	2.7%	-8.1%	x	x	-7.2
Cc1ccc(NCc2ccccc2-c2nnc(-c3ccccc3Cl)o2)cc1Cl	-10.3%	x	3.2%	-1.4%	x	x	16.6
CCOC(=O)C1C(=O)CC(C)(O)C(C(=O)OCC)C1c1ccc(Br)cc1 (stereo not given)	-7.6%	4.9%	9.6%	2.6%	-1.0%	83.7%[activator]	-17.5
COc1ccc(CN2CCN(c3ncccn3)CC2)c(OC)c1	u	-17.5%	4.2%	-11.4%	-2.6%	-26.0%	-9.4
Cc1[nH][nH]c(=O)c1C(c1cc2c(cc1Br)OCO2)c1c(C)[nH][nH]c1=O	-0.7%	1.5%	-26.8%	-2.2%	3.3%	-36.0%	-8.6
COC(=O)c1ccc(NC(=O)c2cccnc2)cc1	-9.4%	1.8%	85.5%[activator]	4.6%	3.6%	-12.4%	-8.8
Cc1ccc(S(=O)(=O)Nc2cc(=O)[nH]c(SCC(=O)Nc3cccc(C)c3)n2)cc1	-1.2%	-12.2%	0.2%	-4.8%	2.6%	-38.8%	-12.7
COCCOC(=O)c1c(NC(=O)COC(=O)c2ccc(C)o2)sc(C(N)=O)c1C	u	-1.1%	-26.4%	1.1%	x	-16.1%	12.1
COc1cccc(C(=O)N2CCC2(C)C(=O)O)c1 (stereo not given)	x	-8.8%	x	1.0%	x	x	-16.4
CCN(c1ccccc1)S(=O)(=O)c1nnc(NC(=O)C(C)(C)C)s1	-1.1%&6.8%	-5.9%	-0.9%&0.9%	5.0%&-3.9%	4.7%	-5.2%	19.1&10.9

Source: PubChem (National Center for Advancing Translational Sciences (NCATS))
